Source: PubChem (several laboratories)
Keap1-Nrf2 PPI = Keap1-Nrf2 protein-protein interaction inhibitors, primary screen, biochemical, fluorescence polarization, single point. Keap1 Kelch-Nrf2 peptide fluorescence polarization, 1536-well. inhibition, % at 9.4 µM. 0.15% of 340,000 active; in the data active = inhibition above about 12%;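 also: human Keap1 Kelch domain with fluorescein labeled Nrf2 9mer peptide probe; 0% = neutral control wells and 100% = peptide positive control; higher means more block of Keap1 binding to Nrf2 peptide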
RTF Ca sens inh = cardiac RTF calcium sensitivity inhibitors, primary screen, biochemical, IANBD-TnC fluorescence, EC70 calcium; inhibition, % at 7.15 µM; IANBD-labeled cardiac RTF, Ca2+ fluorescence; 0.12% of 340,000 active; Troponin I, cardiac muscle (Homo sapiens) + Troponin T, cardiac muscle (Homo sapiens) + …;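 active = inhibition above the mean inhibition of all tested compounds plus 3 SD, cut at about 17% in these data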;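 also: assay run at fixed EC70 calcium of 1.6 mM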
NSD2 HMT inh = NSD2 histone methyltransferase inhibitors, primary screen, biochemical, AlphaScreen, single concentration, set 2 | Histone-lysine N-methyltransferase NSD2 (Homo sapiens), O96028 | inhibition, % at 12.5 µM | AID 743445, 2014 | 0.54% of 310,000 active | NSD2 peptide methylation, 120 min; in the data active = inhibition above about 50%
LANA DNA inh = inhibitors of KSHV C-LANA binding to DNA, primary screen, biochemical, fluorescence polarization, FAM-LBS DNA, MBP-C-LANA, single point. AID 504423, 2011. inhibition, % at 9 µM. Kaposi's sarcoma herpesvirus LANA C-terminal domain (residues 932-1162) DNA binding. 0.078% of 340,000 active;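 active = highest replicate inhibition at or above 60% at 9 µM, even if other replicates fall short; inactive = all replicates below 60% inhibition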;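 also: 0% = neutral control wells and 100% = 4 µM acridine orange control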
Mot1-301 SUMO = yeast Mot1-301 growth rescue at high temperature, primary screen, SUMOylation pathway inhibitor project, S. cerevisiae, ATP luminescence, 38.5C. S. cerevisiae Mot1-301 growth rescue; percent above DMSO median, 100 means doubled. growth rescue, % at 18.8 µM. 1% of 320,000 active. AID 2716, 2010;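 active = every valid replicate shows activation above 250% relative to neutral control wells; inactive = the rest, any valid replicate at or below 250%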;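 also: OY570 slx delta 5 strain wells were the positive control but not used for scaling; some compounds called inactive have numbers as strong as hits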
Rtt109 Vps75 = inhibitors of C. albicans Rtt109/Vps75 HAT, primary screen, biochemical, ThioGlo CoA-SH fluorescence, plate reader; Histone acetyltransferase RTT109 (Candida albicans (strain SC5314 / ATCC MYA-2876)), …; purified Rtt109/Vps75, 4 h; inhibition, % at 34.9 µM; 0.16% of 330,000 active;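 active = inhibition of at least 50% in every replicate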
cardiac RTF act = cardiac RTF calcium sensitivity activators, primary screen, biochemical, IANBD-TnC fluorescence, EC20 calcium; Troponin I, cardiac muscle (Homo sapiens) + Troponin T, cardiac muscle (Homo sapiens) + …; IANBD-labeled TnC RTF fluorescence at EC20 calcium; 0% EC20 calcium, 100% full calcium; activation, % at 7.2 µM; 0.24% of 340,000 active; AID 493008, 2010;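 active = activation above the mean over all tested compounds plus 3 SD, cut at about 30% in these data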;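 also: rise in fluorescence read as greater calcium sensitivity of cardiac thin filaments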
PvdQ inh = P. aeruginosa PvdQ acylase inhibitors, primary screen, biochemical, fluorescence, plate reader and imaging, single point | inhibition, % at 10 µM | purified PvdQ acylase | PvdQ acylase [Pseudomonas aeruginosa LESB58] | 0.063% of 340,000 active; in the data active = inhibition above about 30%, passing the limit was not always enough;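 also: 0% = vehicle neutral wells and 100% = reference inhibitor wells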
dFosB activator = activators of delta FosB homodimer, primary screen, biochemical, fluorescence polarization, TAMRA-CDK5 oligo, single point; Protein FosB (Mus musculus), P13346; purified delta FosB; percent of positive-control signal above neutral wells; activation, % at 25 µM; 0.99% of 340,000 active;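 active = mean activation above about 17%, with every replicate also reaching it, limit read from the data, passing the limit was not always enough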;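 also: fluorescence polarization rise as delta FosB binds a TAMRA Cdk5 AP-1 oligo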
Target sequence (P13346 whole entry, looked up): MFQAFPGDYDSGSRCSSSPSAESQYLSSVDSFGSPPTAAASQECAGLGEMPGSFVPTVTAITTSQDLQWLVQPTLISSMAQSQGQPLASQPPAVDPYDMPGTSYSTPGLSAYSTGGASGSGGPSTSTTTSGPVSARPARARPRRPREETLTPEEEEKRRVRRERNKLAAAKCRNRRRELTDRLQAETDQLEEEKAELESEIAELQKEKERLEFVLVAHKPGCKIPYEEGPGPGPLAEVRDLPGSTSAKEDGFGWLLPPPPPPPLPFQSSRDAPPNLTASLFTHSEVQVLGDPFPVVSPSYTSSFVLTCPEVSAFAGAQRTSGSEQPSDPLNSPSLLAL
CDK5 inh = inhibitors of human CDK5/p35 kinase, primary screen, biochemical, single concentration | Cyclin-dependent kinase 5 (Homo sapiens) + Cyclin-dependent kinase 5 activator 1 (Homo … | Recombinant CDK5/p35, ADP-Glo luminescence, 60 min | inhibition, % at 10 µM | 0.01% of 330,000 active | AID 488839, 2010;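 active = highest replicate inhibition of at least 50% and at least 75% of replicates reaching 50%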;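 also: plate controls were DMSO neutral control for no effect and GW8510 at 10 µM for full effect; many of its hits are not listed in these tables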
Target sequence (Q00535 whole entry, looked up): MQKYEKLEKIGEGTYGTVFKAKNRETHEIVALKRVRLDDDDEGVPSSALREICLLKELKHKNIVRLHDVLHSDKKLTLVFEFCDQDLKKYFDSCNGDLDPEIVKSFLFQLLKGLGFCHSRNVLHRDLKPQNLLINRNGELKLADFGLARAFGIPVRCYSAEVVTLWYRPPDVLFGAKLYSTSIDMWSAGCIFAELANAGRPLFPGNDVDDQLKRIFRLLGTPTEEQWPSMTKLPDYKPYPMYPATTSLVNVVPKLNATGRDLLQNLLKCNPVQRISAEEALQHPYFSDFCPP
Target sequence (Q15078 whole entry, looked up): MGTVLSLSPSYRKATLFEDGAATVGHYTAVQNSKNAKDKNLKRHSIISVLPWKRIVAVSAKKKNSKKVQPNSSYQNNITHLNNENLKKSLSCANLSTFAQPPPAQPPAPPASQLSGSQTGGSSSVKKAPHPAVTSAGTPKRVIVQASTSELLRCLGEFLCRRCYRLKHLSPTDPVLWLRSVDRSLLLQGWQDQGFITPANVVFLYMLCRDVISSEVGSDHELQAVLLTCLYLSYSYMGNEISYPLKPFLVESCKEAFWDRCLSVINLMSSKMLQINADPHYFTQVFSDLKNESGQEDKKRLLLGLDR
PfHsp90 set2 = growth inhibition of PfHsp90-expressing yeast, primary screen, antimalarial PfHsp90 inhibitor project, S. cerevisiae, BacTiter-Glo luminescence, single point, set 2; 0.32% of 310,000 active; BacTiter-Glo ATP, 48 h; yeast lacking PDR1 and PDR3 efflux regulators; inhibition, % at 9.4 µM;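 active = every replicate shows inhibition above about 80%, whatever the replicate mean, limit read from the data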;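 also: 0% = DMSO neutral controls and 100% = 20 µM radicicol positive controls; yeast relying on Plasmodium falciparum Hsp90 in place of its own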
Starred values were filed as active, the others as inactive; / = not tested or not shown.

Structure	Keap1-Nrf2 PPI	RTF Ca sens inh	NSD2 HMT inh	LANA DNA inh	Mot1-301 SUMO	Rtt109 Vps75	cardiac RTF act	PvdQ inh	dFosB activator	CDK5 inh	PfHsp90 set2
CC1=C/C(=N\NC(=S)NCc2ccccc2)CC1	-7.1	-6.8	4.1	-1.4	3.7	6.9	1.0	-2.4	-1.4	-0.5	-87.3
Cc1ccc(NC(=O)c2cc(-c3ccco3)nc3ccccc23)cc1S(=O)(=O)N1CCOCC1	-0.5	-7.4	0.1	-2.0	11.1	-1.2	1.6	-2.7	-10.7	1.0	13.8
COc1ccc(NC(=O)c2cc(-c3ccccc3)nc3c2cnn3C(C)C)c(OC)c1	-2.7	5.7	-3.1	1.0	7.7	1.1	-4.9	0.6	-5.8	0.5	-4.6
C/C(=C\C(=O)O)CC(=O)O	-5.6	-3.1	-2.1	2.3	1.9	-1.4	-1.9	-15.6	10.2	2.3	-30.6
COc1ccc(-c2ccc(C#N)c(SCC(=O)Nc3sc4c(c3C#N)CCC4)n2)cc1OC	5.8	-12.8	/	0.7	-10.2	-7.7	4.3	-10.9	10.2	-0.4	-11.7
COc1c(Br)cc(Br)cc1C(=O)O	1.7	-5.5	4.3	0.0	-0.4	-10.1	-1.5	-10.3	-1.4	0.2	/
CS(=O)(=O)N1CCC(C(=O)Nc2ccccc2Cl)CC1	-4.2	-8.9	-3.3	-1.7	235.5	-0.3	-4.9	-20.6	-0.7	-2.3	27.9
CN(C)CCn1c2c(c(SCC(=O)Nc3ccc4c(c3)OCCO4)nc1=O)CCC2	-0.6	-3.0	4.9	-0.7	-5.0	-2.6	-0.9	-5.3	-2.0	-0.1	-45.2
COc1ccc(OC)c(NC(=O)Cn2c(=O)oc3ccccc32)c1	-1.0	-20.0	-1.2	1.5	8.1	-1.8	1.0	-5.0	-3.4	-2.2	-5.4
COc1ccc2cc(C(c3nnnn3C3CCCC3)N3CCc4ccccc4C3)c(=O)[nH]c2c1 (configuration not stated)	7.0	-5.9	0.3	15.7	-9.8	2.5	7.0	-1.5	0.0	1.0	-64.0
COC(=O)c1ccc(C2C(C(=O)Nc3ccc(C)cc3C)=C(C)Nc3ncnn32)cc1 (configuration not stated)	-2.6	-4.4	/	-0.8	-7.4	2.4	-2.2	1.2	-1.3	-1.2	-28.9
Cc1cc(N2CCN(C)CC2)nc2ccc(NC(=S)N3CCOCC3)cc12	-1.9	-0.1	2.0	-1.4	-7.8	-8.4	-3.0	-11.9	4.9	-1.0	-4.2

(more compounds)
Structure	Keap1-Nrf2 PPI	RTF Ca sens inh	NSD2 HMT inh	LANA DNA inh	Mot1-301 SUMO	Rtt109 Vps75	cardiac RTF act	PvdQ inh	dFosB activator	CDK5 inh	PfHsp90 set2
Cc1ccc(S(=O)(=O)N(C)C[C@@H]2Oc3ccc(NC(=O)CCC(F)(F)F)cc3CC(=O)N([C@@H](C)CO)C[C@@H]2C)cc1	-2.3	3.3	/	-2.6	8.7	-2.5	3.8	-5.8	-3.7	-2.9	-12.4
Cc1cc(C=O)c(C)n1-c1ccc(N2CCOCC2)c([N+](=O)[O-])c1	3.7	-0.7	-0.7	-0.3	-17.4	/	4.8	-1.0	6.8	-0.2	2.1
COc1ccc(CCCNC(=O)CC#N)cc1OC	-0.6	-1.9	-2.5	0.8	7.1	-1.7	-6.2	4.1	4.2	0.7	5.3
COc1cc(/C=C/C(=O)O)cc(S(=O)(=O)NNC(=O)c2ccc3c(c2)OCO3)c1OC	-5.2	-6.7	-2.6	1.8	2.5	5.1	2.8	-5.2	-8.1	0.3	4.7
Cc1ccc(S(=O)(=O)N2CCCCC2)cc1NC(=O)Cc1c[nH]c2ccccc12	-6.9	-4.8	-3.1	0.6	-5.8	-25.1	-4.7	5.7	1.1	-3.9	7.0
COc1ccc(C(=O)COC(=O)c2ccc(Cl)nc2)cc1OC	-3.8	-3.4	-1.5	-0.5	/	11.9	1.8	5.1	-13.0	0.9	/
CC12CCC(=O)N1C(C(=O)N1CCN(c3ccc([N+](=O)[O-])cc3)CC1)CS2 (configuration not stated)	-4.4	-7.0	2.3	0.2	-10.2	2.0	3.2	-9.5	1.2	1.9	3.9
COc1ccc(CCn2c(C)cc(C(=O)CCl)c2C)cc1OC	-4.3	-3.7	10.3	0.8	2.9	2.4	6.0	-10.3	-5.8	-0.5	1.5
C/C(Cc1ccccc1)=N\NC(=O)CNC(=O)c1ccccc1Cl	-6.6	-5.0	-1.4	-0.9	8.1	7.1	3.8	-10.6	-4.2	-0.6	-4.9
COC(=O)[C@@H]1C(c2c(OC)cc(OC)cc2OC)=NO[C@H]1C(=O)OC	1.0	7.6	-1.0	2.1	-0.2	-5.6	1.3	0.0	-3.1	-0.8	2.8
CC1=C(C(=O)N2CCOCC2)C(c2ccccc2F)NC(=O)N1 (configuration not stated)	-1.8	-3.2	0.1	-0.2	-0.1	3.3	0.2	14.9	0.3	-11.8	-14.6
COc1ccccc1N1CCN(Cc2cc(=O)c(OCC(=O)Nc3ccccc3)co2)CC1	2.3	2.3	1.2	-0.7	/	20.9	-8.2	2.8	-3.8	-0.1	1.5

More compounds:
Structure	Keap1-Nrf2 PPI	RTF Ca sens inh	NSD2 HMT inh	LANA DNA inh	Mot1-301 SUMO	Rtt109 Vps75	cardiac RTF act	PvdQ inh	dFosB activator	CDK5 inh	PfHsp90 set2
O=c1[nH]c2ccc(NS(=O)(=O)c3ccc(F)c(Cl)c3)cc2[nH]1	-3.3	-5.6	-3.1	-0.6	-3.3	1.6	-0.2	-20.3	-1.9	-5.1	4.8
COc1ccccc1CCc1nnc(CCC(=O)N(C)Cc2ccncc2C)o1	-0.5	4.0	-2.5	0.9	81.3	2.8	-1.0	-1.0	0.0	-0.9	-19.4
O=C(/C=C/c1cccc(F)c1)OCC(=O)N1CCc2ccccc21	1.2	-2.5	0.4	-1.1	-3.1	-9.0	-0.5	9.9	5.7	1.4	13.2
CCCc1cc(=O)c2ccc(OCC(C)=O)cc2o1	-6.4	-4.9	/	0.2	-22.1	4.3	0.7	-9.3	-6.7	1.0	4.5
CCOCC(=O)Nc1c(C(=O)N2CCN(c3ncccn3)CC2)oc2ccccc12	3.9	-11.2	6.8	1.2	-5.6	6.5	-6.8	-5.0	-8.9	0.2	-3.3
COc1cc(/C=N/NC(=O)c2cc(C)oc2C)ccc1OCc1ccccc1	-2.0	9.8	4.5	-0.3	-0.5	-2.5	-5.3	-3.0	13.4	2.2	-18.3
C=CCn1c(N)c(C(=O)N2CCOCC2)sc1=S	0.8	-19.9	1.0	0.6	1.3	-0.7	-3.0	-6.0	-2.5	2.4	/
CN(CC(=O)Nc1ccc(Cl)cc1)S(=O)(=O)c1cccc2cccnc12	0.1	-0.5	/	0.2	-1.8	9.8	0.9	-16.4	-12.8	-4.3	7.0
Cc1nnc(SCC(=O)NC2CCCc3ccccc32)n1-c1ccccc1 (configuration not stated)	3.0	6.3	0.6	-0.6	-2.3	-6.6	-2.7	-3.9	-3.9	0.5	-4.1
COC(=O)c1c(NC(=O)C(C)(C)C)csc1C	2.6	-6.1	-2.8	0.4	0.1	-2.1	2.4	-10.8	-6.7	0.2	11.3
O=C(NC1CCCCC1)C1(S(=O)(=O)c2ccc(Cl)cc2)CC1	-0.6	1.3	-6.6	-0.5	-2.8	0.3	-4.6	-1.8	-6.3	4.5	10.0
CC(C)C(NC(=O)c1ccc(C(C)(C)C)cc1)C(=O)O (configuration not stated)	-8.9	-4.0	-2.4	0.5	121.3	-3.2	4.1	-10.1	-2.0	2.2	-8.4

Further records follow:
Structure	Keap1-Nrf2 PPI	RTF Ca sens inh	NSD2 HMT inh	LANA DNA inh	Mot1-301 SUMO	Rtt109 Vps75	cardiac RTF act	PvdQ inh	dFosB activator	CDK5 inh	PfHsp90 set2
CC(C)(C)NC(=O)CN(Cc1ccc(F)cc1)C(=O)Cn1nnc(-c2ccc(F)cc2)n1	1.4	-6.7	25.3	-1.5	-7.5	8.4	2.5	-5.1	-11.4	-1.2	2.6
CCN(CC(=O)NCc1cccs1)C(=O)COc1ccccc1C#N	-0.7	2.4	-0.1	0.7	-6.3	4.7	-0.6	-19.7	-0.8	0.5	/
CC(C)CNS(=O)(=O)c1ccc(CCC(=O)N2CCN(c3ccccc3)CC2)cc1	1.0	0.2	3.5	-0.1	-2.1	8.0	5.8	3.5	-8.4	0.0	-9.2
Cc1ccc(S(=O)(=O)N2[C@@H](c3ccc(Cl)cc3)C(C(=O)O)=CC[C@H]2c2cccc(Cl)c2)cc1	-0.6	7.7	/	2.2	-0.3	26.5	-1.8	-17.6	-13.8	-3.6	-14.1
CC(=O)c1ccc(N2CCN(C(=O)Cc3ccccc3)CC2)c(F)c1	0.4	-8.9	-3.0	0.4	-6.0	-11.1	1.7	-9.7	-4.0	0.5	-8.6
COc1ccc(NS(=O)(=O)c2cc(NC(=O)c3nn(C)c(=O)c4ccccc34)ccc2OC)cc1	-2.9	-16.2	0.2	-0.8	3.4	-4.8	1.1	-7.9	4.0	0.4	/
CCN1C(=O)CC(NNC(=O)c2ccccc2)C1=O (configuration not stated)	0.9	-1.1	-2.8	-0.3	11.2	11.7	1.8	-3.2	0.6	-0.3	4.5
Nc1c(C(=O)NCCc2ccccc2)sc2nc(N3CCOCC3)c3c(c12)CCCC3	-0.3	6.2	-3.6	-1.4	-3.0	-12.1	2.1	-10.6	-4.6	0.0	1.9
Cc1cc(Br)c(NC(=O)CN2CCCC2)c(Br)c1	-0.6	4.4	1.6	-1.2	/	1.3	-4.1	-13.4	-0.7	-0.3	-26.4
CCOc1ccc(C(=O)CCC(=O)N(CC)CC(=O)Nc2c(F)cccc2F)cc1	0.4	-6.9	0.6	-3.0	-14.5	-4.2	7.5	-4.8	-4.8	1.3	-41.2
CC1CCN(C(=O)CC2C(=O)Nc3c2c(=O)n(C)c(=O)n3Cc2ccccc2)CC1 (configuration not stated)	-3.0	-5.7	-2.0	-0.4	55.0	-1.1	5.3	-8.3	-1.7	0.3	12.1
CSCCC(NC(=O)c1ccccc1Cl)C(=O)N1CCC1 (configuration not stated)	-1.8	3.5	0.3	-0.4	-9.3	-4.6	15.5	-4.3	2.3	1.3	-2.9
O=[N+]([O-])c1cccnc1NCCc1ccccc1	7.4	-4.6	0.9	0.2	-12.4	-2.7	-5.0	4.9	-2.7	-1.2	3.1
